Source: PubChem
L3MBTL1 inh: blocks human L3MBTL1; Q9Y468; AlphaScreen L3MBTL1–H3K9me1 peptide binding; Potency, µM (top dose mostly 57.1 µM), for inactives: at the top dose activity, negative = inhibition, usual class: inhibitors; 230,000 compounds, 0.66% hits; note: potency is the fitted concentration of half-maximal effect; % is set by controls: 0 for no effect and ±100 for the full control effect; nearly all actives have a fitted effect of over 60% in size
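Displacement of a biotinylated histone H3(1-15) peptide monomethylated at Lys9 (75 nM) from L3MBTL1 (50 nM) was measured by AlphaScreen after a 30 min room-temperature compound incubation; cefsulodin titration served as intraplate control.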
CBFb-RUNX1 inh: inhibitors of human CBF-beta and RUNX1 interaction. AID 1477. 230,000 tested, under 10 active. AlphaScreen CBFb-His/RUNX1-biotin binding, biochemical. Potency, µM (top dose mostly 59.8 µM), for the others: top-dose activity, negative = inhibition, most hits filed as inhibitors. Q01196+Q13951; note: % of control where 0% means no effect
Target sequence (Q01196 whole entry, looked up): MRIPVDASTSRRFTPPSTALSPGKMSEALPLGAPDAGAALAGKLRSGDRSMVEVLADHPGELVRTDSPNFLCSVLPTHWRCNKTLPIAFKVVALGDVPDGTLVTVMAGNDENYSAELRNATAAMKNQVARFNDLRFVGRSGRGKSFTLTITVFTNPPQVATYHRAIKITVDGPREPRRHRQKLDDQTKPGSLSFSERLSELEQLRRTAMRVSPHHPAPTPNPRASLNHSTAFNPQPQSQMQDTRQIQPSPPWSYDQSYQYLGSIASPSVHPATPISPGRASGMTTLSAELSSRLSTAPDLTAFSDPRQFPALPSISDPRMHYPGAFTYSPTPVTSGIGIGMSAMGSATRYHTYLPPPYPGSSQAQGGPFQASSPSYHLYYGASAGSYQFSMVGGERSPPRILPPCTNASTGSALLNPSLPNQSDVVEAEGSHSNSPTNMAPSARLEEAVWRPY
Target sequence (Q13951 whole entry, looked up): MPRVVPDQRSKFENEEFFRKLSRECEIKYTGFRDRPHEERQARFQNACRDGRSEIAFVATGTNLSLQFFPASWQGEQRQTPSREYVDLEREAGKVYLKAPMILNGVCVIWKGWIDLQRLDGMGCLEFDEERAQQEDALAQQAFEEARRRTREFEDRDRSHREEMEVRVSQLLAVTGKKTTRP
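Proteins preincubated together for 20 min at RT before compound addition; 15 min later, nickel and streptavidin beads were added and left 90 min prior to AlphaScreen measurement.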
NPSR antag: antagonists of human neuropeptide S receptor cAMP signaling; Q6W5P4; CHO-NPSR cells, cAMP TR-FRET, antagonist mode; Potency, µM (series often up to 38.3 µM), without a hit: at the top dose activity change, negative = inhibition, actives largely listed as inhibitors; 220,000 compounds, 1% hits; note: potency is the fitted concentration of half-maximal effect; % is set by controls: 0 for no effect and ±100 for the full control effect; nearly all actives have a fitted effect of over 50% in size; many of its hits are not listed in these tables
Target sequence (Q6W5P4 whole entry, looked up): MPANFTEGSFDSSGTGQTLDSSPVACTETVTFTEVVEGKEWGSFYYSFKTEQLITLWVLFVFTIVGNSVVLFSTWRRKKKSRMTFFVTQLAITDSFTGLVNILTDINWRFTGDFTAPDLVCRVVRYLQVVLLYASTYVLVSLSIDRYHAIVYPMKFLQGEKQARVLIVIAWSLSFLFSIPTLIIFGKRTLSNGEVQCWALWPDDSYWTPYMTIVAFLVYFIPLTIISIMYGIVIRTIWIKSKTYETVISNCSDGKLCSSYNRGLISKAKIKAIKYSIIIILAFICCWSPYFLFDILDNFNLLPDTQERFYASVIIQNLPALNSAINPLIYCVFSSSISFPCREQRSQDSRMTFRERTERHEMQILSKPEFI
IMPase Li inh: cell-permeable IMPase inhibitors with lithium potentiation. CHO-M1 cells, IP1 TR-FRET (IP-One), carbachol + lithium. Potency, µM (titrated, usually from 59.4 µM), for the others: at the top dose activity, negative = IMPase inhibition, hits mostly inhibitors. 210,000 compounds, 0.35% hits. AID 1457;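 note: IP1 builds up when IMPase is blocked and the TR-FRET signal falls; potency is the fitted concentration of half-maximal effect; plate controls were basal vehicle for no effect and high inhibitor control for full effect; nearly all actives have a fitted effect of over 50% in size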
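CHO cells stably expressing M1 receptor (2000/well) were cultured 16–30 h, then exposed to compounds with a small lithium addition for 30 min at 37C. IP1 was measured by TR-FRET competition; AC50 from Hill fits.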
Epigenetic derep: epigenetic control regulation, reporter derepression; murine LDR cells, GFP reporter derepression, 30 h; Potency, µM (series often up to 53.9 µM), for inactives: at the top dose GFP activation, actives largely listed as activators; 280,000 compounds, 0.2% hits; AID 1865; note: potency is the fitted concentration of half-maximal effect; % of control where 0% means no effect; nearly all actives have a fitted effect of over 60% in size
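Reporter derepression read as number of fluorescent GFP-positive objects, 20-120 um in size, counted by laser-scanning cytometer. Mouse LDR line with an epigenetically silenced CMV-GFP locus; compound incubation 30 h, 37 C.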
HTT aggregate: inhibitors of mutant huntingtin aggregate formation in PC12 cells; Potency, µM (series often up to 46.1 µM), inactives show at the top dose activity change, negative = inhibition, actives largely listed as inhibitors; 220,000 compounds, 1.1% hits; PC12 HttQ103-GFP aggregates, Acumen cytometry, 40 h; AID 1688; note: potency is the fitted concentration of half-maximal effect; % is set by controls: 0 for no effect and ±100 for the full control effect; nearly all actives have a fitted effect of over 60% in size
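Using laser scanning cytometry, GFP-positive aggregates were counted after lysis of PC12 cells induced with 100 nM tebufenozide to express HTT exon 1 Q103–GFP. Compounds were tested in titration.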
Luc counter: counter-screen: inhibitors of Kinase-Glo firefly luciferase; 200,000 compounds, 0.28% hits; Potency, µM (doses to about 38.3 µM), for the others: at the top dose activity change, negative = inhibition, most hits filed as inhibitors; AID 1379; Kinase-Glo luciferase, ATP luminescence, 8 min; Q27757; note: potency is the fitted concentration of half-maximal effect; % is set by controls: 0 for no effect and ±100 for the full control effect; nearly all actives have a fitted effect of over 60% in size
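Recombinant Kinase-Glo luciferase, 10 uM ATP (linear range), luciferin; imidazole pH 7.2 / KCl / MgCl2 / Tween / BSA buffer; 8 min RT; luminescence.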
* hit, by the source's call; u = inconclusive; x = not tested or not shown; [ ] = remark or other dose. Calls come from the whole dose curve; as a rule, active = well fitted curve in the direction sought with a large enough effect; inconclusive = small, poorly fitted or top-dose-only effect, or another doubt; inactive = no such curve, though single readings can be large; an effect the other way counts as inactive or inconclusive.

Structure	L3MBTL1 inh	CBFb-RUNX1 inh	NPSR antag	IMPase Li inh	Epigenetic derep	HTT aggregate	Luc counter
COc1cccc(OC)c1C(=O)OCC(=O)/C(C#N)=C(\C)N	x	10%	13%	-5%	2.6%	-3%	-1%
Cc1nnc(N/N=C/c2ccccn2)[nH]c1=O	u	u	29%	x	7.4%	-25%[9.22 µM]	x
Cc1ccccc1CS(=O)(=O)Cc1ccc(C(=O)NCc2cccnc2)o1	-1%	4%	2%[46.1 µM]	-12%[38.3 µM]	-0.9%	7%	2%
C=CCn1c(CCC(=O)O)ccc1-c1ccccc1	x	0%	-7%[46.1 µM]	20%[38.3 µM]	1.2%	-4%	2%
O=S1(=O)CC(O)C(N2CCC(c3ccccc3)CC2)C1 (stereo unspecified)	u	6%	-4%[46.1 µM]	-10%	1.2%	-5%	0%
Nc1c(S(=O)(=O)c2ccccc2)nnn1-c1ccccc1	0%	0%	-7%[46.1 µM]	2%	-1.0%	-3%	0%
CCC(=O)N1CCc2cc(Br)cc(S(=O)(=O)N3CCCCCC3)c21	u	-3%	-17%[46.1 µM]	6%	0.0%	-4%	0%
Oc1ccccc1C=NCCCCCCN=Cc1ccccc1O	0%	3%	50%	x	0.0%	14%[9.22 µM]	x
CN(NS(=O)(=O)c1ccc(Cl)cc1)c1nc(C(F)(F)F)nc2ccccc12	-5%	-8%	-14%	25%	-2.7%	10µM*	-3%
Cc1c(N2C(=O)C(C)SC23C(=O)Nc2ccccc23)c(=O)n(-c2ccccc2)n1C (stereo unspecified)	1%	11%	-4%[46.1 µM]	10%[38.3 µM]	1.1%	8%	-1%
CCN(CC(=O)NC1CCS(=O)(=O)C1)S(=O)(=O)c1ccc(C)cc1C (stereo unspecified)	11%	-9%	10%	0%	-0.3%	3%	-2%
O=C(O)C1=C[C@@H](c2coc3ccccc3c2=O)C[C@@H](OCCCCO)O1	-4%	6%	-7%	-6%	-2.0%	6%[9.22 µM]	x
O=C(CSc1nc2ccccc2c(=O)n1-c1ccccc1)N1CCc2ccccc21	16%	-3%	2%[46.1 µM]	x	0.0%	u	x
O=C1CCCc2[nH]c(-c3ccccc3)nc21	u	2%	-8%	-1%	1.1%	-11%[9.22 µM]	u
CCc1ccccc1NC(=O)C(C)n1nc([N+](=O)[O-])c(Br)c1C (stereo unspecified)	-2%	-5%	-11%[46.1 µM]	1%[38.3 µM]	1.3%	4%	-3%
O=C(NC1CCCC1)c1cc(S(=O)(=O)N2CCOCC2)c(Cl)cc1Cl	7%	2%	2%	11%	-1.3%	24%	-4%
CCc1nnc(NC(=O)CSc2nnc(-c3cc4ccccc4cc3O)n2CC)s1	1%	-7%	-14%[46.1 µM]	-4%[38.3 µM]	-0.8%	-3%	-3%
Cc1ccn(C(=O)c2ccc(NC(=O)C3CC3)cc2)n1	3%	6%	3%	5%	0.0%	28%[9.22 µM]	0%
COc1cc2cc(C(=O)Nc3ccccc3)c(N)nc2cc1OC	18%	22%	-23%[46.1 µM]	-12%[38.3 µM]	-1.0%	6%	0%
Cn1cccc1C(=O)Nc1nc(-c2ccccn2)cs1	32µM*	-24%	u	6%[38.3 µM]	u	13µM*	11µM*
CN(CCO)c1cc(N(C)CCO)c([N+](=O)[O-])cc1[N+](=O)[O-]	x	-2%	25%	-6%	-4.8%	-23%	0%
COc1ccc(C(c2nnnn2Cc2ccccc2)N2CCN(c3ccccc3)CC2)cc1 (stereo unspecified)	x	-11%	u	16%[38.3 µM]	1.0%	-4%	0%
COC(=O)/C(C#N)=C/c1ccc(-c2ccc(S(N)(=O)=O)cc2)o1	x	8%	-1%	x	1.1%	22%[9.22 µM]	x
Nc1nc(SCc2ccc([N+](=O)[O-])cc2)c2ncn(C3OC(CO)C(O)C3O)c2n1 (stereo unspecified)	8%	-15%	24%	-1%	-3.0%	14%	1%
CC1C/C(=N/NC(=O)c2cccs2)CC(C)(C)C1 (stereo unspecified)	x	-2%	-3%[46.1 µM]	27%[38.3 µM]	-4.5%	-11%	-2%
Cc1ccc(N(C(=O)c2ccc3c(c2)OCO3)C2C=CS(=O)(=O)C2)cc1 (stereo unspecified)	x	-5%	-1%[46.1 µM]	30%[38.3 µM]	0.0%	-16%	2%
CCc1nnc(NC(=O)CSc2ccc(-c3nc4ccc(C)cc4[nH]3)cn2)s1	-10%	-2%	u	x	u	-1%	x
O=[N+]([O-])c1cc(C(F)(F)F)cc([N+](=O)[O-])c1N1CCN(S(=O)(=O)c2ccccc2)CC1	-8%	u	2%	13%	-1.8%	-6%	-2%
Cc1cc(NC(=O)COC(=O)c2cc(S(=O)(=O)N3CCOCC3)ccc2N2CCCCC2)no1	x	4%	-6%[46.1 µM]	24%[38.3 µM]	0.8%	-6%	-1%
N=c1n(CCN2CCCCC2)c2ccccc2n1CC(O)c1cccc(Br)c1 (stereo unspecified)	0%	-1%	9%[46.1 µM]	-3%[38.3 µM]	-0.7%	-25%	-4%
CCOC(=O)C1=NOC(CNC(=O)c2c(-c3ccccc3Cl)noc2C)C1 (stereo unspecified)	1%	21%	14%[46.1 µM]	14%[38.3 µM]	0.6%	0%	3%
Cc1cc2cc(C(c3nnnn3Cc3ccco3)N3CCCCC3)c(=O)[nH]c2cc1C (stereo unspecified)	x	-2%	-7%[46.1 µM]	17%[38.3 µM]	3.5%	21%	-2%
CCc1noc(C)c1C(=O)Nc1nc(-c2ccc(Cl)cc2Cl)c(C)s1	x	0%	22%[46.1 µM]	13%[38.3 µM]	0.0%	-4%	1%
CCC(=O)c1ccc(Oc2ccc(C(=O)c3ccc(C)cc3)cc2[N+](=O)[O-])cc1	-3%	15%	-8%	15%	-3.0%	u	-3%
CCOC(=O)C1CCN(Cc2cnc(Oc3ccc(C(C)(C)C)cc3)s2)CC1	-7%	-1%	-20%[46.1 µM]	38%[activator][38.3 µM]	5.3%	3%	3%
CC1CCCCC1NC(=O)C1CCCN1S(=O)(=O)c1cccc2nsnc12 (stereo unspecified)	x	-3%	-13%[46.1 µM]	-5%[38.3 µM]	-0.4%	0%	4%
COc1ccc(-c2[nH]c3ccccc3c2SCCN)cc1	-24%	-7%	-3%	x	-2.5%	8%[9.22 µM]	x
O=C(c1cccn2c(=O)c3ccccc3nc12)N1CCN(c2ccccn2)CC1	9%	10%	-1%[46.1 µM]	-1%	0.9%	-2%	1%
COc1ccc(C)cc1S(=O)(=O)N(CC(=O)Nc1cccc([N+](=O)[O-])c1)c1ccc(C)cc1	-11%	-2%	u	12%	-1.0%	12%	-1%
CC(C)=C1SC(N2CCN(c3cccc(C(F)(F)F)c3)CC2)=NC1=O	5%	-1%	-2%[46.1 µM]	12%[38.3 µM]	-0.4%	-4%	-3%
Cc1cccc(NC(=S)N(CCCN2CCOCC2)Cc2ccco2)c1	x	-1%	-3%	4%	8.7%	25%	3%
CCOc1ccc(C(N)=O)cc1OC	5%	12%	-6%[46.1 µM]	22%[38.3 µM]	0.0%	-14%	3%
Cc1ccc(NC(=O)C2(c3ccccc3)CC2(Cl)Cl)cc1C (stereo unspecified)	-3%	-3%	u	23%[38.3 µM]	-1.1%	6%	-2%
COc1cc(/C=C(\C#N)C(=O)NCC2CCCO2)c([N+](=O)[O-])cc1OC (stereo unspecified)	-11%	-3%	-5%[46.1 µM]	3%[38.3 µM]	-0.6%	u	2%
COc1cc2c(cc1NS(=O)(=O)N1CCCCC1)oc1ccccc12	x	18%	-5%[46.1 µM]	48%[activator][38.3 µM]	2.9%	-22%	-5%
O=C(O)c1cn(-c2ccc(F)c(F)c2)c2c(F)c(F)c(F)c(F)c2c1=O	0%	4%	2%[46.1 µM]	-27%[38.3 µM]	-0.4%	u	0%
CC(=O)OCC1OC(n2ccc3ccccc32)C(OC(C)=O)C(OC(C)=O)C1OC(C)=O (stereo unspecified)	x	0%	-3%[46.1 µM]	21%[38.3 µM]	-1.0%	-3%	-4%
CCN1C(=O)/C(=C/c2cnn(C)c2C)SC1=S	x	0%	-10%[46.1 µM]	25%[38.3 µM]	-2.0%	15%	-7%
N#Cc1c(C(F)(F)F)cc(-c2ccccc2)nc1SCCN1CCOCC1	6%	0%	-28%[46.1 µM]	10%[38.3 µM]	1.8%	-7%	1%
CC(C)[C@H](N)c1nnc(SCC(=O)c2ccc(Cl)cc2)o1	x	-3%	-4%[46.1 µM]	-9%[38.3 µM]	0.0%	1%	-2%
COc1cc(C(=O)N2CCC(n3c(C)nc4cc(F)ccc43)CC2)cc(OC)c1OC	-7%	-2%	15%	-2%	-2.1%	-11%	-1%
Cc1nn(CC(C)C)c(=S)[nH]c1=O	27%[11.4 µM]	6%	-5%[46.1 µM]	22%[38.3 µM]	0.0%	18%	0%
Cc1ccc(-c2cc(C(=O)NCc3cccnc3)no2)cc1	15%	3%	-3%[46.1 µM]	1%	-9.3%	-5%	4%

Quoted from the entries so far for reference:
Structure	L3MBTL1 inh	CBFb-RUNX1 inh	NPSR antag	IMPase Li inh	Epigenetic derep	HTT aggregate	Luc counter
O=C(O)c1cn(-c2ccc(F)c(F)c2)c2c(F)c(F)c(F)c(F)c2c1=O	0%	4%	2%[46.1 µM]	-27%[38.3 µM]	-0.4%	u	0%
CC(=O)OCC1OC(n2ccc3ccccc32)C(OC(C)=O)C(OC(C)=O)C1OC(C)=O (stereo unspecified)	x	0%	-3%[46.1 µM]	21%[38.3 µM]	-1.0%	-3%	-4%
CCN1C(=O)/C(=C/c2cnn(C)c2C)SC1=S	x	0%	-10%[46.1 µM]	25%[38.3 µM]	-2.0%	15%	-7%
N#Cc1c(C(F)(F)F)cc(-c2ccccc2)nc1SCCN1CCOCC1	6%	0%	-28%[46.1 µM]	10%[38.3 µM]	1.8%	-7%	1%
CC(C)[C@H](N)c1nnc(SCC(=O)c2ccc(Cl)cc2)o1	x	-3%	-4%[46.1 µM]	-9%[38.3 µM]	0.0%	1%	-2%
COc1cc(C(=O)N2CCC(n3c(C)nc4cc(F)ccc43)CC2)cc(OC)c1OC	-7%	-2%	15%	-2%	-2.1%	-11%	-1%
Cc1nn(CC(C)C)c(=S)[nH]c1=O	27%[11.4 µM]	6%	-5%[46.1 µM]	22%[38.3 µM]	0.0%	18%	0%
Cc1ccc(-c2cc(C(=O)NCc3cccnc3)no2)cc1	15%	3%	-3%[46.1 µM]	1%	-9.3%	-5%	4%

This is a subset; count on the stated rates, not on these rows.
